TrxR1 substrate: qHTS Assay for Substrates of Mammalian Selenoprotein Thioredoxin Reductase 1 (TrxR1): qHTS; hit rate 0.01% among 390,000; Potency, µM (highest dose often 114 µM), for the others: at the highest dose activity change, negative = substrate turnover; purified TrxR1 substrate turnover, NADPH consumption readout; also: potency is read from the fitted curve at half-maximal effect; % is scaled to controls: 0 for no effect and ±100 for the full control effect; nearly all actives have a fitted effect of over 50% in size
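Rat TrxR1, dispensed at 90 nM, was prereduced with 400 uM NADPH (final) for 5 min at ~22 deg C, then incubated with compound 15 min before 400 uM selenite. A first-read NADPH fluorescence drop versus no-compound background flagged substrates.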
TRHR enhancer: qHTS for Small Molecule Agonists and Allosteric Enhancers of Human TRH Receptor: Primary Screen for Enhancers. Thyrotropin-releasing hormone receptor (Homo sapiens), P34981. TRHR cells, fluo-8 calcium fluorescence, EC20 TRH enhancement. enhancement, % at 2 µM. hit rate 0.66% among 360,000. AID 493056, 2011; in the data active = enhancement above about 30%; also: 0% is about no effect
Target sequence (P34981 whole entry, looked up): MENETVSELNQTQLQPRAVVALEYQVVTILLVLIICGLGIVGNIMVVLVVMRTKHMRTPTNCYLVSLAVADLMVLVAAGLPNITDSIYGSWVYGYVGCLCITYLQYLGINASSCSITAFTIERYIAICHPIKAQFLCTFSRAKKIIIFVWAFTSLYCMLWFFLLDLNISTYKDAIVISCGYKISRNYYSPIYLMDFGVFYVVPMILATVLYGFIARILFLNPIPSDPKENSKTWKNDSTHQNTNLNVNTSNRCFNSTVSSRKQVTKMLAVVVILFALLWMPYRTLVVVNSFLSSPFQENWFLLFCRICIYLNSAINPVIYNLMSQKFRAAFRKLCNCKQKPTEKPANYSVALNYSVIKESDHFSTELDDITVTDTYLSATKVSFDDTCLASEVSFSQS
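TRHR-expressing cells loaded with fluo-8 calcium dye were read kinetically (ex 480/em 530) during compound addition, then stimulated with an EC20 of TRH (10 nM final). Enhancement of the Gq-mediated intracellular calcium response was scored.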
D2 ag: HTS Assay for Allosteric Agonists of the Human D2 Dopamine Receptor: Primary Screen for Agonists; D(2) dopamine receptor (Homo sapiens), P14416; HEK293 T-REx D2 cells, calcium flux agonist mode; activation, % at 2 µM; hit rate 0.53% among 340,000;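 active = activation over 3 SD above normal in the single-dose calcium agonist read, cut at about 30% in these data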; also: 0% is about no effect
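Agonism scored from kinetic calcium signal (1 read/sec, 180 s) following compound pin transfer, after a 10 s baseline. Cells: HEK293 Trex line expressing inducible D2 receptor coupled to calcium, dye-loaded after overnight culture at 30 C.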
PI4K2A block: qHTS for small molecular inhibitors of PI4K2A | activity change, negative = inhibition, % at 76.9 µM | purified PI4K2A, ADP-Glo luminescence, 1 h; stronger effect = lower value | hit rate 0.13% among 420,000 | AID 1346378, 2018; in the data active = activity change below about -50%; inconclusive = mostly about -30% to -49%;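 also: -100% = wells without enzyme as full effect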
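PI4K2A activity was measured by ADP-Glo luminescence: enzyme (4 ug/mL stock) and phosphatidylinositol (1.2 mM stock) in Tris pH 7.5/MgCl2/EGTA/Triton X-100 buffer were reacted with ATP (300 microM stock) for one hour at ambient temperature.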
TRHR ag: qHTS for Small Molecule Agonists and Allosteric Enhancers of Human TRH Receptor: Primary Screen for Agonists; Thyrotropin-releasing hormone receptor (Homo sapiens), P34981; TRHR cells, calcium flux fluo-8, FDSS agonist mode; activation, % at 2 µM; hit rate 0.18% among 360,000; AID 493084, 2011; in the data active = activation above about 30%; also: 0% is about no effect
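Fluo-8-loaded TRHR cells; 10 s baseline, compound added, kinetic Ca2+ fluorescence read 1/s, agonist mode.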
D2 antag: HTS Assay for Allosteric Antagonists of the Human D2 Dopamine Receptor: Primary Screen for Antagonists. D(2) dopamine receptor (Homo sapiens), P14416. HEK293 TREx D2 cells, calcium flux, dopamine EC80. inhibition, % at 10 µM. hit rate 2% among 340,000. AID 485344, 2010; in the data active = inhibition above about 30%; also: 0% is about no effect
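Compounds are added to dye-loaded, induced HEK293 T-REx cells coupled to calcium release via D2; after a 3 min kinetic read an EC80 dopamine stimulus is given and fluorescence is recorded for 3 more min.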
USP1 inh: Inhibitors of USP1/UAF1: Primary Screen; Ubiquitin carboxyl-terminal hydrolase 1 (Homo sapiens), O94782; recombinant USP1/UAF1, Ub-Rhodamine cleavage fluorescence; Potency, µM (doses to about 57.1 µM), inactives show at the top dose activity change, negative = inhibition, actives largely listed as inhibitors; hit rate 0.23% among 390,000; AID 743255, 2014; also: potency is read from the fitted curve at half-maximal effect; % is scaled to controls: 0 for no effect and ±100 for the full control effect; nearly all actives have a fitted effect of over 60% in size; inactives centre near -12
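Step one: compound is pinned into 1nM USP1/UAF1 in HEPES pH 7.8 buffer with TCEP. Step two: 15 min room-temperature incubation. Step three: Ub-Rho (150nM final) starts cleavage, tracked by fluorescence over six one-minute reads.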
rTrxR1 inhibitor: qHTS Assay for Inhibitors of Mammalian Selenoprotein Thioredoxin Reductase 1 (TrxR1): qHTS. recombinant rTrxR1, NADPH fluorescence consumption, selenite substrate. Potency, µM (highest dose often 114 µM), for the others: top-dose activity change, negative = inhibition, actives largely listed as inhibitors. hit rate 1% among 390,000. AID 588453, 2011; also: potency is read from the fitted curve at half-maximal effect; % is scaled to controls: 0 for no effect and ±100 for the full control effect; nearly all actives have a fitted effect of over 65% in size
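Rat TrxR1 (90 nM in the dispensed reagent) was pre-reduced with 400 uM NADPH for 5 min at room temperature, then incubated with compound for 15 min. After 400 uM selenite was added, NADPH fluorescence (Ex 340/Em 450 nm) was followed for 8 min.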
IDH1 R132H inh: qHTS for Inhibitors of mutant isocitrate dehydrogenase 1 (IDH1): qHTS. Isocitrate dehydrogenase [NADP] cytoplasmic (Homo sapiens), O75874. IDH1-R132H enzyme, NADPH consumption, diaphorase/resazurin fluorescence. Potency, µM (highest dose often 76.6 µM), for inactives: top-dose activity change, negative = inhibition, hits mostly inhibitors. hit rate 0.093% among 390,000. AID 602179, 2012; also: potency is read from the fitted curve at half-maximal effect; % is scaled to controls: 0 for no effect and ±100 for the full control effect; nearly all actives have a fitted effect of over 65% in size
Target sequence (O75874 whole entry R132H, stated change not applied): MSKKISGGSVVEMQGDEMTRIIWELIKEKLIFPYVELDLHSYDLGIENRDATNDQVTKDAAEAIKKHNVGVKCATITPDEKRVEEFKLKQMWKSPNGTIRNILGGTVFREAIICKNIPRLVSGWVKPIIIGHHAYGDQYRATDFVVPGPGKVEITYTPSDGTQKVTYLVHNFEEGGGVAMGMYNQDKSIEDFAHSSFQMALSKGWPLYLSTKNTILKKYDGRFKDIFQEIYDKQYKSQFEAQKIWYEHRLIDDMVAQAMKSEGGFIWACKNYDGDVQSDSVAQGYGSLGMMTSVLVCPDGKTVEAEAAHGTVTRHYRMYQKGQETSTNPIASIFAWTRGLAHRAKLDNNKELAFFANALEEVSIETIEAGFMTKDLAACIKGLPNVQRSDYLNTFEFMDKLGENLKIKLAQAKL
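IDH1-R132H (0.5 ug/mL dispensed) in pH 7.5 Tris buffer was preincubated 30 min with compound, then given a substrate mix of 0.016 mM NADPH and 2 mM alpha-KG for 80 min at room temperature; remaining NADPH was read by diaphorase/resazurin fluorescence.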
* hit, by the source's call; ? = inconclusive; . = not tested or not shown; [ ] = dose if it differs, or a comment. Unless noted, calls follow the shape of the dose curve; as a rule, active = well fitted inhibition curve with a large enough effect; inconclusive = small, poorly fitted or top-dose-only effect; inactive = no such curve, though single readings can be large or run the other way.

Every second line gives: TrxR1 substrate	TRHR enhancer	D2 ag	PI4K2A block	TRHR ag	D2 antag	USP1 inh	rTrxR1 inhibitor	IDH1 R132H inh
1. Cc1ccc(OCC(=O)NC(C)c2ccccc2)c([N+](=O)[O-])n1 (configuration not stated)
    -3%[11.4 µM]	4	2.7	15	-0.2	5	-15%	8%[11.4 µM]	4%
2. COc1cc(C(=S)N2CCCCC2)ccc1O
    13%	-1	-0.7	0	1.3	-15	-8%	19%	4%
3. Cc1cc2nc3n(c2cc1C)CCCN3
    0%	2	0.4	-2	0.0	10	-17%	16%[2.29 µM]	-3%
4. COc1ccc(-c2nnc(SCC(=O)NCc3ccco3)n2C)cc1
    -5%	-1	-0.1	2	0.0	11	-12%	2%	4%
5. Cc1nc2c3cc(Cl)ccc3n(CCN3CCOCC3)c2s1
    9%[57.1 µM]	-3	0.6	-4	-1.5	-8	4%	8%	8%
6. CC(C)c1ccc(NC(=O)c2cnn3c(C(F)F)cc(-c4ccccc4)nc23)cc1
    10%	5	-0.3	-3	-0.3	.	?	41%[activator]	0%
7. O=C(Cn1cnc2c(oc3ccccc32)c1=O)Nc1ccc(F)cc1F
    -8%	0	-0.8	-1	0.8	.	?	10%	-3%
8. CCCOc1ccc(C(=O)NC(=S)Nc2nc3ccccc3s2)cc1
    7%	-1	0.5	-2	0.3	-1	-7%	11%	0%
9. CCOC(=O)c1c(C)[nH]c(C)c1S(=O)(=O)N(C)CC(=O)Nc1cc(Cl)ccc1OC
    -4%[57.1 µM]	1	-0.2	-2	0.1	.	0%	9%[57.1 µM]	0%
10. CCCCOc1ccc(CNC(=O)Cc2ccc(NC(=O)N3CCSc4ncccc43)cc2)cc1
    -6%	4	1.0	4	-0.5	.	-34%	19%	16%
11. CCN1C(=O)C(O)(c2c[nH]c3ccccc23)c2cc(Br)ccc21 (configuration not stated)
    -4%	15	.	11	4.1	.	-30%	-15%	-3%
12. Cc1ccc(C(=O)NCc2ccco2)c(C)c1
    9%[2.29 µM]	3	0.6	1	-0.4	-8	-15%	10%[57.1 µM]	6%
13. O=C(c1ccccc1)c1ccccc1C(=O)N1CCCC1
    7%	5	-0.2	-3	0.0	0	-6%	7%	-1%
14. COc1cc(C(=O)NCCC(=O)NC2CCCc3ccccc32)cc(OC)c1OC (configuration not stated)
    2%	-6	0.5	-4	0.5	4	-23%	15%	20%
15. CCC(=O)Nc1nc2ccc3sc(C)nc3c2s1
    -15%[57.1 µM]	-9	0.8	2	-1.9	-34	-5%	16%[57.1 µM]	18%
16. CCn1c(SCC(=O)N2CCC(C)CC2)nc2c(c1=O)SCC2
    3%	3	-1.0	0	-1.4	24	-21%	22%	-20%
17. COc1cccc2cc(-c3nnc(SCC(=O)Nc4cc(C(F)(F)F)ccc4Cl)n3N)oc12
    5%	-6	-0.2	-4	0.8	13	-11%	11%	5%
18. O=c1c2c(nc3n1CCCCC3)sc1c(O)cccc12
    -10%	1	0.4	-20	-0.2	-9	-13%	16%[57.1 µM]	5%
19. O=C(Cc1ccccc1[N+](=O)[O-])OCc1cccc([N+](=O)[O-])c1
    .	-8	0.2	.	0.4	2	.	.	.
20. Cc1ccc(Oc2ccc(NC(=O)C3=CC=CN4CCS(=O)(=O)N=C34)cc2)cc1
    2%	-9	0.1	-1	0.4	8	-19%	4%	0%
21. Nc1c2c(nc3ccc(Br)cc13)N(c1ccccc1)CC2
    19%	-6	1.6	-2	3.2	-11	-19%	14%	6%
22. COc1ccc(NC(=O)C2Cc3cc(S(=O)(=O)N4CCCCC4)ccc3N2C(C)=O)cc1Cl (configuration not stated)
    -5%	5	0.1	6	0.0	-11	-11%	9%	-2%
23. CN1C(=S)SC(N(O)C(=O)NC2CCCCC2)C1(C)C (configuration not stated)
    8%	-1	0.2	0	0.1	4	-16%	15%	-1%
24. Cn1c(NCc2cccc(Br)c2)nc2ccccc21
    0%	7	1.0	0	-1.6	-12	-6%	1%	-8%
25. CN1CCCN(S(=O)(=O)c2cccc(C#N)c2)CC1
    5%	-4	-0.6	-2	-2.6	2	-19%	17%	0%
26. COc1cc(OC)cc(C(=O)NNC(=O)c2cc3ccccc3cc2O)c1
    -4%	2	0.3	3	0.8	-8	-20%	10%	-3%
27. Cc1cccc(NC(=O)Cn2nnc(-c3cccs3)n2)c1C
    -1%	0	-0.6	4	-0.1	-23	1%	7%	2%
28. Cc1cc(OCC(=O)NC(C)C)cc(C)c1Br
    -6%	-7	-1.1	5	-0.3	-4	-15%	-11%	5%
29. COC(=O)c1cc(=O)n(Cc2cccs2)c(=Nc2ccc(F)cc2)s1
    4%[57.1 µM]	2	0.3	4	0.3	6	-11%	1%[57.1 µM]	2%
30. Fc1cccc(Nc2cc(-n3cccn3)ncn2)c1
    7%	-2	1.3	0	0.1	-6	-10%	-1%	8%
31. CCN(CC)CCNC(=O)Cn1nc(-c2ccccc2)c2ccccc2c1=O
    3%	-3	0.3	-3	0.0	18	-4%	-1%	2%
32. CCOc1ccc(NC(=O)CN(C)C(=O)CCNC(=O)c2ccccc2Cl)cc1OCC
    -2%	-1	-0.2	-2	-0.3	-1	-15%	1%	2%
33. COc1ccc(NC(=O)C2=Cc3ccccc3OC2)cc1
    -22%[57.1 µM]	-6	-0.4	-10	-0.4	8	-8%	21%[57.1 µM]	20%
34. COC(=O)CNC(=O)CSc1nc2sc(-c3ccccc3)cc2c(=O)n1-c1ccccc1
    1%	.	.	-1	.	.	-7%	5%	-15%
35. COCCN(C(=O)c1csnn1)C(C(=O)NC1CCCC1)c1ccccc1F (configuration not stated)
    -4%[57.1 µM]	5	0.0	1	-0.5	-15	-21%	-10%[57.1 µM]	0%
36. Cc1cc(SCc2ccc(Cl)cc2)nc(=O)[nH]1
    -3%	0	-1.9	3	-0.1	6	-5%	6%	6%
37. Cc1ccc(S(=O)(=O)N2CCOC2CNC(=O)C(=O)NCCc2c[nH]c3ccccc23)cc1 (configuration not stated)
    3%	5	1.5	-1	0.8	19	-26%	31%	9%
38. Cc1ccc(NC(=O)CN2CCC(NC(=O)c3cccc(F)c3)CC2)cc1C
    6%	4	0.2	2	-2.2	6	-17%	13%	16%
39. CCCCCCC(=O)Oc1ccc(N2C(=O)CCC2=O)cc1
    8%	4	-0.2	-16	2.1	6	-16%	7%[57.1 µM]	3%
40. COC(=O)C1=C(C)N(Cc2ccccc2)C(=NCCCCO)N[C@H]1c1cccc(C(F)(F)F)c1
    7%	-8	.	-2	0.1	.	?	24%	4%
41. COc1cc2oc(=O)cc(-c3ccc(-c4ccc(CO)cc4)cc3)c2c(OC)c1OC
    0%	.	.	-2	.	.	-5%	12%	-10%

Four compounds already listed, arranged by the value under PI4K2A block, ascending:
| cpd | SMILES | TrxR1 substrate | TRHR enhancer | PI4K2A block | TRHR ag | D2 antag | USP1 inh | rTrxR1 inhibitor | IDH1 R132H inh |
| --- | --- | --- | --- | --- | --- | --- | --- | --- | --- |
| 39 | CCCCCCC(=O)Oc1ccc(N2C(=O)CCC2=O)cc1 | 8% | 4 | -16 | 2.1 | 6 | -16% | 7%[57.1 µM] | 3% |
| 32 | CCOc1ccc(NC(=O)CN(C)C(=O)CCNC(=O)c2ccccc2Cl)cc1OCC | -2% | -1 | -2 | -0.3 | -1 | -15% | 1% | 2% |
| 20 | Cc1ccc(Oc2ccc(NC(=O)C3=CC=CN4CCS(=O)(=O)N=C34)cc2)cc1 | 2% | -9 | -1 | 0.4 | 8 | -19% | 4% | 0% |
| 26 | COc1cc(OC)cc(C(=O)NNC(=O)c2cc3ccccc3cc2O)c1 | -4% | 2 | 3 | 0.8 | -8 | -20% | 10% | -3% |

2 compounds from above, showing only USP1 inh and IDH1 R132H inh:
nr	compound	USP1 inh	IDH1 R132H inh
10	CCCCOc1ccc(CNC(=O)Cc2ccc(NC(=O)N3CCSc4ncccc43)cc2)cc1	-34%	16%
7	O=C(Cn1cnc2c(oc3ccccc32)c1=O)Nc1ccc(F)cc1F	?	-3%

Of the compounds above, 2 contain a nitro group on carbon.
Every second line gives: TrxR1 substrate	TRHR enhancer	D2 ag	PI4K2A block	TRHR ag	D2 antag	USP1 inh	rTrxR1 inhibitor	IDH1 R132H inh
1. Cc1ccc(OCC(=O)NC(C)c2ccccc2)c([N+](=O)[O-])n1 (configuration not stated)
    -3%[11.4 µM]	4	2.7	15	-0.2	5	-15%	8%[11.4 µM]	4%
19. O=C(Cc1ccccc1[N+](=O)[O-])OCc1cccc([N+](=O)[O-])c1
    .	-8	0.2	.	0.4	2	.	.	.
